CRFR2-BP antag: CRF-BP/CRF-R2 complex antagonism; HEK293 CRF-R2/CRF-BP, CRF-induced calcium fluorescence; inhibition, % at 11.8 µM; actives 0.59% (n = 350,000); AID 588475;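 active = inhibition of the ligand-induced calcium signal above about 50% at the single tested concentration, limit read from the data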
M5 antag: antagonists of human muscarinic M5 receptor (CHRM5) | CHO-hM5 cells, Fluo-8 calcium fluorescence, ACh EC80 | inhibition, % at 3 µM | actives 0.59% (n = 360,000) | AID 624040;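 active = inhibition above a per-plate cutoff, the mean of that plate's test compounds plus 3 SD, cut at about 27% in these data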;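 note: 0% = acetylcholine EC80 with DMSO and 100% = DMSO without agonist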
Target sequence (P08912 whole entry, looked up): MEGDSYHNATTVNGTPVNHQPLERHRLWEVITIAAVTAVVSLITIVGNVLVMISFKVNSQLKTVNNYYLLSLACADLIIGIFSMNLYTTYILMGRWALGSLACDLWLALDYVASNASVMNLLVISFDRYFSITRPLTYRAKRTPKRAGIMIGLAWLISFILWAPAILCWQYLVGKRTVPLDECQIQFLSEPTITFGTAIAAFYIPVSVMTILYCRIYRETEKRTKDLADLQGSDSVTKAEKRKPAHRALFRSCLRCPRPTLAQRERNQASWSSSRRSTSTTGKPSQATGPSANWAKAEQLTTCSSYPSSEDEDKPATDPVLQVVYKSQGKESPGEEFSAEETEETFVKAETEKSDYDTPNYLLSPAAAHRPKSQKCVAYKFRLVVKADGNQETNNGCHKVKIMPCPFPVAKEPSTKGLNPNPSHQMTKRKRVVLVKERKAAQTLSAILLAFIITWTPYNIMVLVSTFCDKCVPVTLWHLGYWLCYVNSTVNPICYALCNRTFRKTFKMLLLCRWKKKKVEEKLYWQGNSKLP
TAAR1 antagonist: human TAAR1 antagonism; Q96RJ0; CHO RD-HGA16 TAAR1, Fluo-8 calcium fluorescence, antagonist; inhibition, % at 3 µM; actives 1.5% (n = 360,000); AID 624466;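 active = inhibition above a per-plate cutoff, the mean inhibition of test compounds on that plate plus 3 SD, cut at about 49% in these data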;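 note: 0% = DMSO plus EC80 beta-PEA response and 100% = DMSO alone without agonist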
Target sequence (Q96RJ0 whole entry, looked up): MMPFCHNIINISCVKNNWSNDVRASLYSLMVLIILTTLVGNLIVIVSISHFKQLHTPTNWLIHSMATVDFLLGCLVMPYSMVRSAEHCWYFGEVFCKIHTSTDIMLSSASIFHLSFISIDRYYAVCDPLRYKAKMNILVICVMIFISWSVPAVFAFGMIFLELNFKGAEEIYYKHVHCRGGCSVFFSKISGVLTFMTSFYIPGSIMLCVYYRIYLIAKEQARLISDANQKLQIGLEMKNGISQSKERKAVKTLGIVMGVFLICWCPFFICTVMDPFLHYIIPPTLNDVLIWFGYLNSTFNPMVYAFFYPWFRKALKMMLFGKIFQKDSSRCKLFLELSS
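Test system: CHO RD-HGA16 cells bearing hTAAR1 | Reagent: β-PEA, EC80 | Compound dosing: 3 µM, single point | Schedule: Dye loading 75 min at 37 °C, then 30 min room temperature | Signal: Calcium fluorescence with Fluo-8 | Evaluation: Percent inhibition of PEA-evoked calcium signal, max/basal emission ratio | Control set: DMSO-only wells and EC80 β-PEA-stimulated wells | Repeats: Singlicate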
M5 PAM: potentiates acetylcholine response at human M5 receptor; P08912; CHO-K1 hM5, Fluo-8 calcium, ACh EC20 PAM; 0% = ACh EC20, 100% = ACh EC100; activation, % at 3 µM; actives 0.3% (n = 360,000); AID 624038;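 active = activation above the run cutoff, the mean activation of all test compounds plus 3 SD, cut at about 18% in these data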
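Assay system – human M5 receptor in CHO-K1 cells · Read-out – % activation, ACh-normalized · Technique – Fluo-8 calcium fluorescence · Dosing – single-point, 3 µM nominal · Incubation – Fluo-8 loading 80 min at 37 °C plus 30 min room temperature · Repeats – singlicate, one well per test compound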
CHO-K1 Ca PAM: M1 PAM counterscreen hit in parental CHO-K1 cells; ATP EC20, Fluo-8 calcium fluorescence; 0% at ATP EC20, 100% at ATP max; activation, % at 3 µM; actives 0.02% (n = 360,000);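 active = activation above the run cutoff, the mean activation of all test compounds plus 3 SD, cut at about 40% in these data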;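 note: peak over basal fluorescence ratio in a 140 s read after ATP addition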
M4 PAM: CHRM4 positive allosteric modulation. AID 624126. activation, % at 3 µM. P08173. actives 0.4% (n = 360,000). CHO-K1 hM4/Gqi5, Fluo-8 calcium fluorescence, ACh EC20; 0% = ACh EC20, 100% = maximal ACh;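 active = activation above its plate's cutoff, the mean activation of sample wells plus 3 SD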; note: some results filed as inactive read as strong as hits
M5 ag: CHRM5 agonism in calcium assay; actives 0.19% (n = 360,000); CHO-K1 hM5 cells, Fluo-8 calcium fluorescence; 0% DMSO wells, 100% maximal acetylcholine response; P08912; activation, % at 3 µM;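 active = activation above the run's mean over test compounds plus 3 SD, cut at about 23% in these data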;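 note: signal is peak over basal fluorescence ratio across the kinetic read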
TAAR1 agonist: human TAAR1 agonism; Q96RJ0; activation, % at 3 µM; actives 0.99% (n = 360,000); CHO RD-HGA16 TAAR1, Fluo-8 calcium fluorescence; vehicle wells 0%, saturating PEA agonist 100%;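 active = activation above the mean activation of all test compounds in the run plus 3 SD, cut at about 38% in these data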
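Benchmarks: low control DMSO, high control PEA (EC100); System: CHO RD-HGA16 cells carrying human TAAR1 plus Gα16; Detection: Fluo-8 fluorescence, 5 s baseline then 140 s kinetic read; Schedule: 17-24 h plating, Fluo-8 75 min 37 °C, 30 min RT; Read-out basis: % activation from peak over basal fluorescence ratio, DMSO-to-PEA scaled.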
CRFBP-R2 agonist: agonists of human CRF-binding protein/CRF-R2 receptor complex | activation, % at 13.2 µM | HEK293 CRF-R2/CRF-BP, calcium dye fluorescence (FLIPR); percent of saturating CRF peptide response | actives 0.46% (n = 350,000) | AID 588473;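 active = activation of at least 50%, plus an integration ratio under a set limit after plate pattern correction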;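 note: plate controls were neutral control wells without compound for no effect and CRF at EC100 for full effect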
An asterisk follows results filed as active; · = no result given.

Under each structure – CRFR2-BP antag | M5 antag | TAAR1 antagonist | M5 PAM | CHO-K1 Ca PAM | M4 PAM | M5 ag | TAAR1 agonist | CRFBP-R2 agonist
- Cc1ccc(N(C(=O)CCC(=O)Nc2cc(C)on2)C(C(=O)NC2CCCC2)c2ccccc2)cc1 (stereo not given)
    4 | 3 | -12 | -4 | 5 | 12 | -1 | 0 | 0.6
- Cc1ccc(N(C(=O)CNC(=O)c2ccco2)C(C(=O)NCC2CCCO2)c2ccccc2)cc1C (stereo not given)
    -7 | 6 | 43 | 1 | -10 | -14 | 1 | 16 | -3.0
- O=C(O)C1=C[C@H](c2coc3ccccc3c2=O)C[C@H](OCCCCO)O1
    6 | 2 | -7 | 4 | -16 | 9 | 2 | 8 | 2.0
- CCc1ccc(CNC(=O)CCCC(=O)n2nc(C)c3ccccc32)cc1
    4 | -4 | -42 | 2 | 15 | -3 | -6 | 3 | -0.9
- c1ccc(-c2nnc(-c3ccccn3)s2)nc1
    -19 | 3 | -6 | -2 | 19 | -3 | -2 | 2 | -2.0
- COC(=O)CNC(=O)Cn1cnc2sc(C)c(S(=O)(=O)N3CCC(C)CC3)c2c1=O
    19 | -5 | -5 | 4 | 19 | -2 | 2 | 0 | -1.2
- O=C(O)c1cccc2cc(-c3ccccc3)oc(=O)c12
    23 | 8 | 6 | -4 | 5 | 2 | -3 | 5 | 0.1
- Cc1cccc(OCC(=O)Nc2nc(-c3ccncc3)cs2)c1
    -3 | 1 | 30 | -7 | -6 | 1 | 4 | 14 | -0.4
- CC1=CN2C(=N)/C(=C/c3ccc(Sc4ccc(C)cc4)o3)C(=O)N=C2S1
    -103 | -5 | 41 | 2 | 22 | 13 | -3 | 3 | 9.3
- O=C(O)/C=C/C(=O)Nc1ccc(OC(F)(F)Cl)cc1
    1 | 2 | 2 | -3 | 23 | 1 | -2 | 0 | 2.8
- CCN(CC(=O)Nc1ccc2c(c1)OCCO2)C(=O)C(C)Oc1ccc(Cl)cc1 (stereo not given)
    4 | 9 | 1 | -9 | -25 | -1 | 0 | 1 | -3.5
- N#CC1=C(N)Oc2ccc3ccc(O)cc3c2C1c1ccsc1 (stereo not given)
    -44 | 6 | 0 | -7 | 13 | -6 | 3 | 35 | 71*
- CCN(CCNC(=O)C1CCC(=O)N1Cc1ccc(C)cc1)c1ccccc1 (stereo not given)
    5 | 3 | -5 | -1 | 15 | 7 | 0 | 2 | 0.3
- CC(=O)c1c(C)[nH]c(C(=O)COC(=O)c2cc(S(=O)(=O)N(C)c3ccccc3)ccc2Cl)c1C
    7 | -2 | 12 | -4 | 17 | -1 | -3 | -1 | -13
- COCCNc1nc(NCc2ccc(C)cc2C)c2sccc2n1
    · | 4 | -13 | -3 | -16 | -10 | 4 | 13 | ·
- CCCOc1cccc(OCCSc2nc(C)cc(=O)[nH]2)c1
    11 | 8 | 17 | -13 | -9 | 4 | -3 | 4 | -0.6
- C#CCNC(=O)C1=C[C@H](c2ccc3c(c2)OCO3)[C@@H](CCCO)[C@H](OCC)O1
    81* | 10 | -12 | 3 | -11 | 3 | 4 | 4 | -0.6
- COc1ccc(N/N=C(C)/C(=N/O)C(=O)Nc2ccccc2)cc1
    -39 | 6 | -4 | 2 | 5 | 8 | 3 | 7 | 1.3
- CN(C(=O)COC(=O)c1ccc2c(c1)OCO2)C1CCS(=O)(=O)C1 (stereo not given)
    -1 | 7 | -11 | 2 | -3 | 10 | 1 | 0 | 1.0
- CCc1noc(C)c1C(=O)Nc1cc(S(=O)(=O)N2CCOCC2)ccc1OC(C)C
    10 | 6 | -34 | -5 | -18 | -2 | -1 | 0 | -1.6
- CC(C)N1CCN(Cc2cccn2-c2nccs2)CC1CCO (stereo not given)
    1 | -9 | 11 | 0 | 29 | 3 | -7 | 5 | -2.0
- CC(=O)c1cccc(CN2CCC(C(=O)Nc3cccc(-c4ccn[nH]4)c3)CC2)c1
    -23 | 8 | 14 | 7 | -6 | -4 | -4 | 4 | 3.9
- Cc1c(C(=O)Nc2ccc(S(=O)(=O)NCC3CCCO3)cc2)cccc1[N+](=O)[O-] (stereo not given)
    5 | -1 | 9 | 0 | 4 | 8 | -4 | 10 | 0.3
- Cc1cc(NS(=O)(=O)c2ccc(NC(=O)CSc3nc4sc(C(=O)O)c(C)c4c(=O)[nH]3)cc2)no1
    3 | 6 | 1 | 13 | 9 | 9 | -1 | 4 | -1.7
- Cc1ccc(OCCC(=O)OCC(=O)NCCNC(=O)COC(=O)CCOc2ccc(C)cc2)cc1
    -5 | 1 | -1 | -3 | -2 | -5 | 2 | 5 | -2.3
- CC(Sc1nc2cc([N+](=O)[O-])ccc2n1-c1ccc(F)cc1)C(=O)NCc1ccc2c(c1)OCO2 (stereo not given)
    25 | -4 | -1 | 5 | -5 | -3 | 4 | -2 | 1.7
- O=C(C1COc2ccccc2O1)N1CCN(S(=O)(=O)c2cc(F)ccc2F)CC1 (stereo not given)
    -5 | 3 | 11 | -8 | 17 | -2 | 4 | 1 | 1.0
- CCOc1cc(S(=O)(=O)NCCc2ccc(OC)c(OC)c2)c(OCC)cc1-n1cnnn1
    2 | 0 | 1 | -1 | 14 | 2 | -1 | 6 | -2.7
- CC1CC(C)CN(C(=O)C2CCCN(S(=O)(=O)c3cccc4nonc34)C2)C1 (stereo not given)
    12 | -6 | 21 | -2 | -6 | 13 | -1 | 2 | -1.6
- CCOC(=O)N(C)C[C@H]1OCc2cn(nn2)CCCC(=O)N([C@H](C)CO)C[C@@H]1C
    -14 | -3 | -20 | 4 | 16 | 9 | 1 | 6 | 0.8

Compounds from the list above with a thiophene ring, fused or not:
Under each structure – CRFR2-BP antag | M5 antag | TAAR1 antagonist | M5 PAM | CHO-K1 Ca PAM | M4 PAM | M5 ag | TAAR1 agonist | CRFBP-R2 agonist
- COC(=O)CNC(=O)Cn1cnc2sc(C)c(S(=O)(=O)N3CCC(C)CC3)c2c1=O
    19 | -5 | -5 | 4 | 19 | -2 | 2 | 0 | -1.2
- N#CC1=C(N)Oc2ccc3ccc(O)cc3c2C1c1ccsc1 (stereo not given)
    -44 | 6 | 0 | -7 | 13 | -6 | 3 | 35 | 71*
- COCCNc1nc(NCc2ccc(C)cc2C)c2sccc2n1
    · | 4 | -13 | -3 | -16 | -10 | 4 | 13 | ·
- Cc1cc(NS(=O)(=O)c2ccc(NC(=O)CSc3nc4sc(C(=O)O)c(C)c4c(=O)[nH]3)cc2)no1
    3 | 6 | 1 | 13 | 9 | 9 | -1 | 4 | -1.7

Additional compounds
Under each structure – CRFR2-BP antag | M5 antag | TAAR1 antagonist | M5 PAM | CHO-K1 Ca PAM | M4 PAM | M5 ag | TAAR1 agonist | CRFBP-R2 agonist
- O=C(NCCNC(=O)c1cnccn1)c1cccc(Cl)c1
    7 | 13 | 2 | -2 | -2 | 1 | -3 | 1 | -1.1
- Cc1ccc(C)c(NC(=O)CSc2nc3nc(-c4cccs4)cc(C(F)(F)F)c3c(=O)[nH]2)c1
    38 | -2 | -17 | 6 | 10 | 7 | -4 | -3 | -7.1
- O=C(CCc1nc2ccccc2c(=O)[nH]1)NCC(=O)Nc1ccc(F)c(F)c1
    11 | -3 | 8 | 5 | -17 | -3 | 4 | 3 | 2.0
- CN(Cc1ccccc1)C(=O)c1cccc(N2C(=O)NC3CC2(C)Oc2ccccc23)c1 (stereo not given)
    -36 | 2 | 6 | -3 | 15 | 9 | -2 | 5 | -0.9
- COc1ccc(/C=N/N=C2\SC(CC(=O)O)C(=O)N2c2ccccc2)cc1 (stereo not given)
    3 | 2 | -17 | 5 | 19 | 4 | -3 | 1 | 2.2
- COc1ccc(-n2nc(C(=O)NCC(=O)NCC3COc4ccccc4O3)c3ccccc3c2=O)cc1 (stereo not given)
    -12 | 21 | 45 | -17 | -3 | -9 | 2 | 12 | 0.7
- CC1CCN(c2cc(N3CCOCC3)c(F)cc2[N+](=O)[O-])CC1
    -13 | -11 | 7 | 3 | 18 | 0 | -1 | 24 | -0.6
- CC(=O)Nc1ccccc1NS(=O)(=O)c1ccccc1[N+](=O)[O-]
    12 | 7 | 19 | 0 | 27 | 1 | -3 | 0 | 0.8
- COCC(=O)N1CCN(c2cccc(C(F)(F)F)c2)CC1
    -4 | 7 | 29 | 5 | 14 | 0 | -3 | 2 | -0.4
- CCOC(=O)C1CCCN(C(=O)CCCn2c(=O)c3cccn3c3cccnc32)C1 (stereo not given)
    0 | 13 | -6 | -2 | 15 | 7 | -5 | 4 | 0.6
- Cc1cccc(C(=O)O/N=C(\N)Cc2cccc3ccccc23)c1
    4 | -11 | · | 7 | -14 | 5 | 2 | · | 0.3
- CCCC(=O)Nc1cc(OC)c(NC(=O)NC2CCCCC2)cc1OC
    5 | 7 | -16 | -6 | 2 | -8 | 1 | 3 | -1.3
- Cc1nn(-c2ccccc2)c2nc(C(F)F)cc(C(F)F)c12
    6 | -5 | 5 | 4 | 12 | 6 | -2 | 4 | 0.7
- CN(Cc1nc2ccccc2c(=O)[nH]1)C(=O)c1cccc(S(=O)(=O)N2CCCCCC2)c1
    4 | 8 | -20 | 0 | 13 | 0 | -2 | 2 | -0.7
- CC(c1nc2ccccc2[nH]1)N(C(=O)C1=NNC(=O)CC1)c1ccccc1 (stereo not given)
    · | -2 | 10 | 1 | 17 | 3 | -1 | 1 | ·
- COc1cc(CN2CCC(CO)(CCOc3ccccc3)CC2)cc(OC)c1OC
    12 | -10 | -4 | 9 | 12 | 0 | -4 | 0 | 2.7
- CCn1nc(CCC(=O)O)c2ccccc2c1=O
    10 | -1 | 10 | -3 | -3 | 1 | 1 | 4 | -1.0
- CCOC(=O)C(C)Sc1ncnc2nc[nH]c12 (stereo not given)
    1 | 3 | -3 | 0 | -5 | 3 | 4 | 7 | 0.6
- CC(C)CNS(=O)(=O)c1ccc(CCC(=O)Nc2ccc3c(c2)OCCO3)cc1
    -4 | 1 | -4 | -2 | 10 | -1 | 1 | 14 | -1.8
- NS(=O)(=O)c1ccc(S(=O)(=O)N2CCCC2)cc1
    17 | -4 | 3 | -1 | -2 | -6 | -12 | 5 | -4.8
- COc1ccc(NC(=O)CSc2nc3ccccc3c(=O)[nH]2)cc1S(N)(=O)=O
    -14 | -2 | -9 | 1 | -7 | 3 | 0 | 22 | 1.5
- O=C(Cn1nc(C(=O)O)c2ccccc2c1=O)c1cc(F)ccc1F
    16 | 6 | -6 | 2 | 21 | 8 | 3 | 6 | -5.1
- COc1ccc(CCNC(=O)CS(=O)Cc2nc(-c3ccc(C)cc3)oc2C)cc1OC (stereo not given)
    1 | 5 | -47 | -2 | 5 | 12 | -4 | 2 | -4.1

From PubChem
